Compound activity deposited in PubChem BioAssay by several laboratories.
PKA-R2B act – activators of PKA-R2B holoenzyme, primary screen, biochemical, fluorescence polarization, Cy5-IP20, human. cAMP-dependent protein kinase catalytic subunit beta (Homo sapiens) + cAMP-dependent …. PKA-R2B holoenzyme dissociation; R2B truncated from residue 108, S112A mutant; 0% DMSO only, 100% 113 µM cGMP. activation, % at 11.4 µM. actives 0.079% (n = 340,000). AID 504700, 2011;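 active means activation above a cutoff set at the mean over all compounds plus 3 SD, cut at about 18% in these data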;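 further: higher means more holoenzyme dissociation and a rise in polarization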
SR-BI DiI inh – inhibitors of SR-BI mediated HDL lipid uptake, primary screen, ldlA[mSR-BI] cells, fluorescence, single point; Scavenger receptor class B member 1 (Mus musculus), Q61009; ldlA[mSR-BI] CHO cells, DiI-HDL uptake fluorescence, 3 h; inhibition, % at 12.5 µM; actives 0.96% (n = 320,000); AID 488896, 2010;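 active means mean replicate inhibition of at least 70% and a set share of replicates each scoring 70 or more; inconclusive means meets just one of the two criteria; inactive means fails both criteria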;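 further: 0% = median of neutral control wells and 100% = median of positive control wells; values of inactives mirror those of a sister screen read the other way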
Pemphigus Ab inh – inhibitors of pemphigus antibody binding to DSG3, primary screen, biochemical, bead-based, flow cytometry, scFv-GFP | Desmoglein-3 (Homo sapiens), P32926 | DSG3-coupled beads, scFv-anti-DSG3-GFP binding; active compounds read low | binding (percent of control), % at 10 µM | actives 0.48% (n = 310,000);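 active means binding more than 3 SD below its plate's average and above zero; inconclusive means below that plate limit but binding exactly zero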;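 further: hits lower antibody fragment binding to DSG3; some compounds called inactive have numbers as strong as hits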
MITF act – activators of MITF-driven TRPM1 promoter reporter, primary screen, cell-based, SK-MEL-5, luciferase, single point | activation, % at 12.5 µM | AID 588334, 2011 | SK-MEL-5 TRPM1-promoter luciferase, 24 h; % of positive control, neutral wells = 0 | actives 0.75% (n = 300,000);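 active means mean activation of at least 80% with every replicate also reaching 80%; inconclusive means mean reaches 80% but some replicate falls short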;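 further: 0% = neutral control wells and 100% = parthenolide positive control wells; values of inactives mirror those of a sister screen read the other way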
NSD2 inh – NSD2 histone methyltransferase inhibitors, primary screen, biochemical, AlphaScreen, single concentration, set 2; NSD2 peptide methylation, 120 min; inhibition, % at 12.5 µM; actives 0.54% (n = 310,000); in the data active means inhibition above about 50%
dFosB activator – activators of delta FosB homodimer, primary screen, biochemical, fluorescence polarization, TAMRA-CDK5 oligo, single point; activation, % at 25 µM; purified delta FosB; percent of positive-control signal above neutral wells; actives 0.99% (n = 340,000); AID 493131, 2011; Protein FosB (Mus musculus), P13346;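 active means mean activation above about 17%, with every replicate also reaching it, limit read from the data, passing the limit was not always enough; inconclusive means only one of the two conditions met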;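 further: fluorescence polarization rise as delta FosB binds a TAMRA Cdk5 AP-1 oligo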
Target sequence (P13346 whole entry, looked up): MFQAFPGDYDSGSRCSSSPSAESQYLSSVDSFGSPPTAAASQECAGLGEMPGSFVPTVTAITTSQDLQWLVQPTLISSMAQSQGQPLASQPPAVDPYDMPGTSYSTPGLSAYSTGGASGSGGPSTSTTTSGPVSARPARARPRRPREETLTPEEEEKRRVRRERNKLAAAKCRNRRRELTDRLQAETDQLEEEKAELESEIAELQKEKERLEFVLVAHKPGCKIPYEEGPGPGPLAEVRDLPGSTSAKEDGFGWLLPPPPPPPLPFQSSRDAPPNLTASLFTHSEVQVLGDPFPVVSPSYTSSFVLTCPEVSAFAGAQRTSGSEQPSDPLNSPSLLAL
PKA-R1A activ – activators of PKA-R1A holoenzyme, primary screen, biochemical, fluorescence polarization, Cy5-IP20, bovine R1A, mouse PKAc; PKA-R1A dissociation; scaled: DMSO 0%, 113 µM cGMP 100%; activation, % at 11.4 µM; actives 0.083% (n = 340,000); AID 504707, 2011;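 active means percent activation above the mean of all tested compounds plus 3 SD, cut at about 19% in these data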;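 further: higher means more PKAc released from R1A so a rise in polarization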
Arr AP2 block – inhibitors of beta-arrestin/AP2 binding, primary screen, biochemical, GPCR trafficking, flow cytometry; FITC-arrestin peptide / GST-AP2 beads; AP2 beta2 appendage carries R879A mutation; inhibition, % at 10 µM; actives 0.31% (n = 340,000); AID 504490, 2011;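 active means inhibition above a set limit, near 3 SD of compounds lacking own fluorescence, cut at about 54% in these data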;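 further: plate controls were DMSO wells for no effect and 5 µM unlabelled arrestin peptide for full effect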
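System: GST-AP2 R879A glutathione beads; medium: PBS, Tween 20 0.05%, BSA 0.1%; reagent: fluorescein-tagged arrestin peptide at 50 nM final; schedule: pre-incubation 12 min, peptide binding 1 h, room temperature; detection: flow cytometry, FL1 (488/535 nm); read-out: inhibition as reduced fluorescein signal on beads, percent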
CDK5 p35 inh – inhibitors of human CDK5/p35 kinase, primary screen, biochemical, single concentration; Cyclin-dependent kinase 5 (Homo sapiens) + Cyclin-dependent kinase 5 activator 1 (Homo …; Recombinant CDK5/p35, ADP-Glo luminescence, 60 min; inhibition, % at 10 µM; actives 0.01% (n = 330,000);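 active means highest replicate inhibition of at least 50% and at least 75% of replicates reaching 50%; inconclusive means only one of the two criteria met; inactive means both criteria failed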;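 further: plate controls were DMSO neutral control for no effect and GW8510 at 10 µM for full effect; many of its hits are not listed in these tables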
Target sequence (Q00535 whole entry, looked up): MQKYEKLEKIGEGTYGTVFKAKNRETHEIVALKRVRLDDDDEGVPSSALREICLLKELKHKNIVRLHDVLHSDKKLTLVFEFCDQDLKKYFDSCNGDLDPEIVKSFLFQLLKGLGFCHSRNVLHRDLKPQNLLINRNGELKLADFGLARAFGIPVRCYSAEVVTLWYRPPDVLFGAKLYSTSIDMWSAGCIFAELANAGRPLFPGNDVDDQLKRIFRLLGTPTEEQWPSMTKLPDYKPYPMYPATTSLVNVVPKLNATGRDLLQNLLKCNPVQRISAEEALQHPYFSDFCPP
Target sequence (Q15078 whole entry, looked up): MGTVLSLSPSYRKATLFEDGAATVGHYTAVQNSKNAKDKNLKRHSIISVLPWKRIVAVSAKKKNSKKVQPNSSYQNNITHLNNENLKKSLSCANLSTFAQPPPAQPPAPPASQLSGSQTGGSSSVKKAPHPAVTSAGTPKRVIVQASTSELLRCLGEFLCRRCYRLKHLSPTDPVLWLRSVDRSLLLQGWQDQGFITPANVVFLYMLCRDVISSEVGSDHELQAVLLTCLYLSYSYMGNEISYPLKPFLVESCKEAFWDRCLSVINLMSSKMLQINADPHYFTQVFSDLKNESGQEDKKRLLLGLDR
SR-BI DiI-HDL act – activators of SR-BI mediated DiI-HDL uptake, primary screen, ldlA[mSR-BI] CHO cells, DiI fluorescence; actives 0.096% (n = 320,000); 3 h; 100 = double the neutral-control signal; AID 504775, 2011; activation, % at 12.5 µM;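 active means mean replicate activation of at least 60% and every replicate at or above 60%; inconclusive means mean or all-replicate condition met, but not both; inactive means mean below 60% and not all replicates reaching 60%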;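 further: 0% = median plate neutral-control signal and 100% = twice that signal; values of inactives mirror those of a sister screen read the other way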
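System: LDL receptor-deficient CHO ldlA cells overexpressing murine SR-BI | Timing: 3 h uptake period with compound, 37 °C | Medium: HEPES-buffered (25 mM, pH 7.4) F12 plus 0.5% BSA | Dosing: Single-point compound dose | Signal: Bottom-read fluorescence, 550/595 nm | Read-out: Retained DiI signal reflecting DiI-HDL uptake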
SUMO Mot1 rescue – yeast Mot1-301 growth rescue at high temperature, primary screen, SUMOylation pathway inhibitor project, S. cerevisiae, ATP luminescence, 38.5C; S. cerevisiae Mot1-301 growth rescue; percent above DMSO median, 100 means doubled; growth rescue, % at 18.8 µM; actives 1% (n = 320,000);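 active means every valid replicate shows activation above 250% relative to neutral control wells; inactive means the rest, any valid replicate at or below 250%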;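 further: OY570 slx delta 5 strain wells were the positive control but not used for scaling; some compounds called inactive have numbers as strong as hits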
* hit, by the source's call; i = inactive; ? = inconclusive; nt = no result given.

SMILES	PKA-R2B act	SR-BI DiI inh	Pemphigus Ab inh	MITF act	NSD2 inh	dFosB activator	PKA-R1A activ	Arr AP2 block	CDK5 p35 inh	SR-BI DiI-HDL act	SUMO Mot1 rescue
O=C(COC(=O)CCc1nc2ccccc2s1)NC(=O)NCc1ccco1	-4	-10	117	-9	4	-6	-4	5	1.2	10	-12
O=S(=O)(Nc1ccc(N2CCOCC2)cc1)c1ccc(F)cc1	0	-2	nt	5	nt	-7	-9	-1	0.5	2	7
CCC(C)Sc1nnc(Cc2cc(=O)[nH]c(=O)[nH]2)n1-c1ccc(OC)cc1 (centres undefined)	0	-15	107	-1	nt	-3	-1	1	0.5	15	-26
COc1cccc(NC(=O)CN(C)C(=O)c2ccc3ccccc3c2)c1	-1	-15	98	5	-1	-12	17	4	-0.4	15	7
O=C(Oc1cncc(Cl)c1)c1ccco1	6	0	nt	7	1	1	5	19	1.6	0	11
CCOc1ccc(C(c2c(C)n(C)n(-c3ccccc3)c2=O)c2c(C)n(C)n(-c3ccccc3)c2=O)c(O)c1	-7	-23	105	nt	-3	0	-1	41	-3.3	23	-21
COC(=O)c1c(NC(=O)c2ccc(C)cc2)csc1C	-8	-15	101	nt	-5	-19	4	11	-0.6	15	17
CCc1ccc(OCC(=O)NC(NC(=S)Nc2ccc(Cl)cc2)C(Cl)(Cl)Cl)cc1 (centres undefined)	-7	36	116	-28	-2	3	6	-2	0.7	-36	-7
O=C(O)c1ccc(CNCc2cccc(OCc3ccc(F)cc3)c2)cc1	5	4	113	8	-1	5	-5	32	-1.8	-4	-7
CCn1cc(C(=O)N2CCN(c3ccccn3)CC2)c2cc(OC)c(OC)cc2c1=O	-9	2	111	2	nt	-7	-7	-2	-4.5	-2	25
COc1ccc(C(=O)N(Cc2ccco2)Cc2cc3cc(C)ccc3[nH]c2=O)cc1OC	0	9	97	3	0	-19	8	-8	-0.3	-9	-23
Cc1ccc(C(=O)N2CCc3ccccc32)cc1NC(=O)c1ccco1	9	16	113	-11	5	-7	-8	5	-5.2	-16	-11
O=C(O)CS(=O)(=O)CC(=O)O	-9	-27	104	0	1	-4	-8	0	1.4	27	-8
COC(=O)c1scc(C)c1NC(=O)c1cccc(C#N)c1	5	16	99	4	-4	-6	7	-15	1.5	-16	-9
Cc1ccc(/C=N/NC(=O)Cn2cnc3ccccc32)o1	9	-21	nt	nt	-3	-5	8	6	-0.6	21	11
CCN(C(=O)COc1ccc(F)cc1Br)c1c(N)n(Cc2ccccc2)c(=O)[nH]c1=O	-4	-21	94	-11	-2	-4	7	4	-1.0	21	-27
CC/C(CC(C)(C)c1ccccc1)=N\O	-8	-12	97	2	-2	2	-1	1	-1.0	12	7
Cc1cc2c3ccccc3ncn2n1	5	-12	96	5	-2	-5	0	2	-0.9	12	-1
CCOc1ccc(N(CC(=O)N2CCN(Cc3ccccc3)CC2)S(C)(=O)=O)cc1	-2	4	124	nt	-2	-7	3	-7	1.0	-4	226
CCOc1ccc(N(CC)C(=O)Cc2c(C(=O)O)n(C)c3ccccc23)cc1	4	-21	108	-2	1	-2	11	8	-1.8	21	-11
COc1ccc([N+](=O)[O-])cc1NC(=O)/C=C/C(=O)O	-2	-16	109	-8	-2	-2	0	2	-0.7	16	-21
O=C(CNC(=O)c1nc[nH]c1C(=O)NCC(=O)OCc1ccccc1)OCc1ccccc1	-6	-1	104	-4	nt	-5	-13	-11	0.1	1	-11
O=C(CSc1nnnn1Cc1ccccc1)NCCc1ccccc1	-4	-33	105	-1	-60	-7	-4	10	-0.3	33	13
CCCc1[nH][nH]c(=O)c1C(c1ccc(Br)cc1)C(C#N)C#N (centres undefined)	-1	8	118	-6	5	-20	-4	24	3.0	-8	12
Cc1ccccc1-n1nc2c(c1NC(=O)c1cc3ccccc3o1)CS(=O)(=O)C2	0	5	98	-2	1	-8	-5	-2	-3.8	-5	13
Cc1cccc(CC(Cc2nc3ccccc3[nH]2)c2nc3ccccc3[nH]2)c1 (centres undefined)	-5	-12	98	7	3	-9	-6	0	2.6	12	nt
O=C(CCC(=O)Nc1ccccc1)NNC(=O)COc1ccccc1	-11	1	101	9	0	5	-5	-18	-1.2	-1	8
Cn1c(=O)c2ncn(CC(=O)Nc3cc(C(F)(F)F)ccc3N3CCOCC3)c2n(C)c1=O	11	-13	93	10	-10	-1	2	30	-3.0	13	6
CCOC(=O)CN1C(=O)C(C)(C)Oc2ccc(C(=O)Nc3ccccc3OC)cc21	-5	53	101	nt	-1	-6	1	0	-0.4	-53	-10
CCC(=O)N1CCN(C(=O)c2ccccc2)CC1	8	-1	96	-8	nt	-1	2	3	0.3	1	-7
COc1ccc(-n2c(=O)c3c4c(sc3n3c(=S)[nH]nc23)CCC4)cc1	-1	6	nt	nt	34	-6	-7	-25	1.0	-6	7
COc1cccc(C2=CC(c3ccc(N(C)C)cc3)n3nnnc3N2)c1 (centres undefined)	-5	-1	100	13	0	-10	-3	6	0.2	1	34
COc1ccc(C(=O)OCC2CC(c3ccccc3)N(C)O2)cc1 (centres undefined)	-2	-6	106	nt	-4	-11	0	0	2.7	6	-4
COc1ccccc1Nc1nn2c(=O)c3ccc(C(=O)N4CCCCC4)cc3nc2s1	-3	-2	94	-1	2	1	-2	1	0.6	2	247
Cc1occc1C(=O)Nc1cccc2ccccc12	-12	18	99	44	0	0	0	29	-0.2	-18	nt
CC(=O)c1ccccc1NC(=O)COC(=O)/C(=C/c1ccccc1)n1nnnc1C	-21	2	nt	-10	0	-4	13	44	0.2	-2	-17
Cc1cc2ncn(N)c2cc1C	3	-8	99	2	0	-4	-4	-1	1.4	8	-10
COc1ccc(C(C)=O)cc1CSc1nnc(-c2ccncc2)n1C	-8	12	nt	0	-1	-7	-2	8	-0.3	-12	418
CCN1C(=O)[C@H]2[C@H]3CN=C(SCc4ccc(Cl)cc4)N3[C@@](Cc3ccccc3)(C(=O)OC)[C@H]2C1=O	-4	-13	108	-1	nt	-21	-3	11	0.5	13	nt
O=C(CSC(=S)N1CCCCC1)Nc1ncc2c(n1)CCCC2=O	-11	-4	nt	nt	0	-9	-15	4	-0.8	4	12
CS(=O)(=O)N1CCN(c2nc(-c3ccccc3)cs2)CC1	3	22	110	37	2	1	1	-30	1.2	-22	-15
CCOC(=O)CSc1nc2ccc(NC(C)=O)cc2s1	-2	-11	103	nt	-1	2	0	2	-2.0	11	-26
CS(=O)(=O)N(CC(=O)N1CCC(C(N)=O)CC1)C1CCCCC1	-7	-40	nt	3	-3	-4	0	21	1.4	40	i
CCC(=O)N1N=C(c2ccc(Cl)cc2)CC1c1ccco1 (centres undefined)	1	10	nt	nt	5	-11	-11	5	0.5	-10	75
Cn1c(C(=O)Nc2ccc3c(c2)OCO3)cc2sccc21	-15	67	107	62	0	-6	0	7	-0.5	-67	-1
O=C(CN1C(=O)CCC1=O)NCC12CC3CC(CC(C3)C1)C2	1	3	91	nt	nt	-2	-4	2	-1.0	-3	-20
S=C(NCCc1ccccn1)NC1CC2CCC1C2 (centres undefined)	6	0	nt	nt	1	2	-2	0	-0.8	0	-7
CCc1cc(=O)oc2c3c(cc(OCC(=O)NCc4ccco4)c12)OC(C)(C)CC3	0	?	103	1	nt	-16	-1	-2	0.1	-76	-29
Cc1cc(Cl)c2oc(C(=O)NCCC3CCCCO3)c(C)c2c1 (centres undefined)	1	7	107	95*	-6	-5	-3	11	-1.2	-7	-4
CCCCN(c1ccccc1)S(=O)(=O)c1cccc(C(=O)O)c1	4	-12	109	-4	0	-5	-5	4	-0.8	12	0
O=c1c2cc(NC(=S)NC3CCN(Cc4ccccc4)CC3)ccc2nc2n1CCCCC2	-7	4	99	6	3	-7	3	-11	-1.1	-4	-3
O=S(=O)(N1CCOCC1)n1cnc2ccccc21	-1	1	101	-8	-1	2	7	0	1.4	-1	3
O=C(NCCN1C(=O)S/C(=C\c2ccc(F)cc2)C1=O)C1CCN(S(=O)(=O)c2cccs2)CC1	1	-31	115	1	-2	-10	2	-1	-0.3	31	8
CC(C)(CNC(=O)C1CCCN1C(=O)c1cccs1)N1CCOCC1 (centres undefined)	-4	nt	103	0	0	2	-2	-14	-6.9	nt	nt
O=C(NCc1ccccc1)C1CCCN(C(=O)c2ccc(F)cc2)C1 (centres undefined)	-1	-10	101	0	-2	1	-7	3	-1.9	10	nt
O=C(OCC(=O)c1ccc(Br)s1)c1ccc(O)cc1	1	-7	93	40	0	-4	6	11	-0.2	7	17
CC(=O)c1cccc(NC(=O)Nc2ccc3c(c2)OCO3)c1	5	0	105	119*	0	-4	6	1	1.6	0	-11
COc1ccc(N2CCN(C(c3cccs3)C(C)NC(=O)C(=O)N3CCCC3)CC2)cc1 (centres undefined)	0	11	105	-2	6	-10	5	-10	-0.8	-11	-17
CCC(=O)Nc1ccc(C(=O)N/N=C/c2ccc([N+](=O)[O-])cc2)cc1	-3	7	110	-31	0	-9	-7	12	2.7	-7	nt
